High-throughput results: PubChem, National Center for Advancing Translational Sciences (NCATS)
TDP-43 yeast inh: qHTS of TDP-43 Inhibitors; TDP-43 expressing yeast growth rescue, BacTiter-Glo, 24 h; actives 1.8% (n = 410,000); Potency, µM (doses to about 46.1 µM), without a hit: at the top dose growth rescue (activation), most hits filed as activators; also: % of control where 0% means no effect; nearly all actives have a fitted effect of over 50% in size
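In this qHTS, compounds that restore growth of yeast expressing TDP-43 appear as activators. Cells (OD600=0.02, galactose medium, raffinose-pregrown) are incubated with compound 24 hr at 30 deg C and growth is quantified by BacTiter-Glo.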
GLP1R inv ag: qHTS of GLP-1 Receptor Inverse Agonists (Inhibition Mode); HEK293 GLP-1R CRE-luciferase, luminescence, 24 h; GLP-1R form is constitutively active; Potency, µM (doses to about 38.3 µM), inactives show at the highest dose activity change, negative = inhibition, actives largely listed as inhibitors; actives 1.6% (n = 410,000); Glucagon-like peptide 1 receptor (Homo sapiens), P43220; AID 624417, 2012; also: % is scaled to controls: 0 for no effect and ±100 for the full control effect; nearly all actives have a fitted effect of over 55% in size
Target sequence (P43220 whole entry, looked up): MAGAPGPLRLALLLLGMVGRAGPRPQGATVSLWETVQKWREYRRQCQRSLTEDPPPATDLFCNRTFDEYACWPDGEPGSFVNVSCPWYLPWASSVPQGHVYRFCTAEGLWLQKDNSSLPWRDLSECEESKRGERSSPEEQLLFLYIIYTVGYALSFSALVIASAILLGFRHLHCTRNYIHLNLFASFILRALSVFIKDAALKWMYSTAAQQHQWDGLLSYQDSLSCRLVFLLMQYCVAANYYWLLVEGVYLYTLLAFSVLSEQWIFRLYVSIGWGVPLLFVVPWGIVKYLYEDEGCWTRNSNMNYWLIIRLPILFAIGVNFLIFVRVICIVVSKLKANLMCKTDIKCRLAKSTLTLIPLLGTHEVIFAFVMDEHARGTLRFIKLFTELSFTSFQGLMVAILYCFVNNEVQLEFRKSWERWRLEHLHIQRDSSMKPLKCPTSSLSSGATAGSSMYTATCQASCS
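Assay principle: reduced luminescence from a cAMP-responsive reporter in HEK293 cells co-expressing a constitutively active GLP-1R. Conditions: 24 hr compound incubation, 37 deg C, 5% CO2.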
HT1080NT lethal: qHTS for induction of synthetic lethality in tumor cells producing 2HG: qHTS for the HT-1080-NT fibrosarcoma cell line; actives 1.6% (n = 360,000); Potency, µM (titrated, usually from 46.1 µM), without a hit: at the highest dose activity, negative = less viability, usual class: cytotoxic; AID 686970, 2013; HT-1080-NT fibrosarcoma viability, CellTiter-Glo ATP luminescence, 48 h;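 also: NT is the 2HG producing partner of a matched IDH1 knockdown line; 0% = DMSO-treated cells and -100% = media-only wells without cells; nearly all actives have a fitted effect of over 55% in size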
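A 48-hour cytotoxicity screen used HT-1080-NT cells plated 2 hours before compound delivery. ATP-based CellTiter-Glo luminescence measured viability, normalized to DMSO and no-cell controls.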
HT1080 IDH1KD tx: qHTS for induction of synthetic lethality in tumor cells producing 2HG: qHTS for the HT-1080-IDH1KD cell line; HT-1080 IDH1 knockdown viability, ATP luminescence, 48 h; Potency, µM (top dose mostly 46.1 µM), inactives show at the top dose activity, negative = toxicity, actives largely listed as cytotoxic; actives 2% (n = 360,000); AID 686971, 2013;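 also: 0% = DMSO wells and -100% = cell-free medium wells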
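Cytotoxicity counter-line: IDH1KD HT-1080, 48 h, CellTiter-Glo. Curves classed by r2, magnitude and activity.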
KB-V1 MDR tox: qHTS assay for MDR1-selective chemotherapeutics: Primary screen using the drug-selected MDR subline cells KB-V1. AID 1347076, 2019. KB-V1 MDR cells viability, CellTiter-Glo, 72 h. Potency, µM (series often up to 46.1 µM), without a hit: at the top dose activity change, negative = cytotoxicity, usual class: cytotoxic. actives 3.4% (n = 400,000); also: % is scaled to controls: 0 for no effect and ±100 for the full control effect; nearly all actives have a fitted effect of over 60% in size
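Luminescent ATP read-out (CellTiter-Glo, 10 min) measures survival of drug-selected KB-V1 MDR cells after 72 h, 37 degrees C compound exposure. Medium: phenol-red-free DMEM, 10% FBS. Values from fitted concentration-response curves.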
SW480 rerep: A quantitative high throughput screen for small molecules that induce DNA re-replication in SW480 colon adenocarcinoma cells; SW480 DNA re-replication, Hoechst DNA content imaging, 48 h; Potency, µM (highest dose often 46.1 µM), inactives show at the highest dose re-replication activation, most hits filed as activators; actives 1.8% (n = 340,000); also: % of control where 0% means no effect; nearly all actives have a fitted effect of over 55% in size
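Image-based read-out: total Hoechst fluorescence of nuclei (405 nm excitation, 500-530 nm emission), with hits raising the fraction of high-intensity nuclei. SW480 colon cells incubated 48 hr with compounds at 37 C.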
GLP-1R agonist: qHTS of GLP-1 Receptor Agonists; Glucagon-like peptide 1 receptor (Homo sapiens), P43220; HEK293 GLP-1R CRE-luciferase, luminescence, 4-6 h; cells express a hypersensitive GLP-1R form; Potency, µM (titrated, usually from 45.6 µM), for inactives: top-dose activation, actives largely listed as activators; actives 0.007% (n = 380,000); AID 624172, 2012; also: % of control where 0% means no effect
KB-3-1 cytotox: qHTS assay for MDR1-selective chemotherapeutics: Primary screen using the parental adenocarcinoma cell KB-3-1; KB-3-1 viability, CellTiter-Glo ATP luminescence, 72 h; Potency, µM (titrated, usually from 46.1 µM), without a hit: at the top dose activity change, negative = cytotoxic, actives largely listed as cytotoxic; actives 1.4% (n = 400,000); AID 1347075, 2019; also: % is scaled to controls: 0 for no effect and ±100 for the full control effect; nearly all actives have a fitted effect of over 60% in size
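Viability of parental KB-3-1 cells, measured by CellTiter-Glo luminescence, followed a 72 h incubation at 37 °C with pinned compounds in phenol-red-free DMEM containing 10% FBS.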
HEK293 tox: qHTS of GLP-1 Receptor Inverse Agonists: Cytotox Screen | HEK293 cAMP-luciferase reporter cells, luminescence, 24 h | Potency, µM (highest dose often 38.3 µM), without a hit: at the top dose activity change, negative = inhibition, usual class: inhibitors | actives 0.13% (n = 410,000) | AID 624418, 2012;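 also: loss of luciferase light is scored as toxicity; % is scaled to controls: 0 for no effect and ±100 for the full control effect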
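Step one: seed cells (200 cells/uL, DMEM with 10% Nu serum, 1% pen-strep). Step two: 12-hour incubation at 37 deg C. Step three: pin 23 nL compound, incubate 24 hr. Step four: add luciferase reagent, read luminescence 12 min later.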
Numbers without * were called inactive; ? = inconclusive; / = not tested or not shown; [ ] = remark or other dose. Calls follow the shape of the dose curve; as a rule, active = well fitted curve in the direction sought with a large enough effect; inconclusive = small, poorly fitted or top-dose-only effect, or another doubt; inactive = no such curve, though single readings can be large; an effect the other way counts as inactive or inconclusive. Potency is read from the fitted curve at half-maximal effect. Compounds as they come (roughly 9.4% active in at least one column).

Start of the data: the first eight entries, ahead of the listing:
canonical_smiles	TDP-43 yeast inh	GLP1R inv ag	HT1080NT lethal	HT1080 IDH1KD tx	KB-V1 MDR tox	SW480 rerep	GLP-1R agonist	KB-3-1 cytotox	HEK293 tox
CCOC(=O)CSc1nc2ccccc2c(=O)n1C1CCCC1	8%	?	10%	4%	13%	-4%	12%	8%	-4%
Nc1ncnc2c1ncn2[C@@H]1O[C@H](CNCc2ccccc2OCc2ccc(Cl)cc2Cl)[C@@H](O)[C@H]1O	9%	-19%	-2%	-10%	2%	?	1%	-1%	-9%
COC(=O)c1cc2oc(C)cc2n1CC(=O)N1CCCc2ccccc21	?	-29%	1%	0%	6%	6%	-3%	2%	-30%
O=C1NC[C@H](CCCCN2CCN(CCc3ccccc3)C(=O)C2=O)N(Cc2ccccc2)C1=O	15%	24%	5%	13%	9%	/	7%	5%	0%
O=C(COc1ccc(Cl)cc1)NC1CC1	-13%	26%	18%	17%	17%	-4%	-1%	-3%	0%
CCn1c(CNc2ccc(Cl)cc2)nnc1SCc1ccccc1	-35%[inhibitor]	11µM*	-5%	-12%	0%	-1%	-13%	-1%	-4%
O=S1(=O)NC2c3ccccc3CC2O1 (centres undefined)	1%	21%	-3%	0%	-1%	-5%	-1%	0%	-9%
Cc1ccc(C(C(=O)NCc2ccco2)N(CC2CCCO2)C(=O)Cn2nnc3ccccc32)cc1 (centres undefined)	-9%	-10%	-2%	0%	?	16%	1%	-1%	-13%

The listing, from the first entry:
canonical_smiles	TDP-43 yeast inh	GLP1R inv ag	HT1080NT lethal	HT1080 IDH1KD tx	KB-V1 MDR tox	SW480 rerep	GLP-1R agonist	KB-3-1 cytotox	HEK293 tox
CCOC(=O)CSc1nc2ccccc2c(=O)n1C1CCCC1	8%	?	10%	4%	13%	-4%	12%	8%	-4%
Nc1ncnc2c1ncn2[C@@H]1O[C@H](CNCc2ccccc2OCc2ccc(Cl)cc2Cl)[C@@H](O)[C@H]1O	9%	-19%	-2%	-10%	2%	?	1%	-1%	-9%
COC(=O)c1cc2oc(C)cc2n1CC(=O)N1CCCc2ccccc21	?	-29%	1%	0%	6%	6%	-3%	2%	-30%
O=C1NC[C@H](CCCCN2CCN(CCc3ccccc3)C(=O)C2=O)N(Cc2ccccc2)C1=O	15%	24%	5%	13%	9%	/	7%	5%	0%
O=C(COc1ccc(Cl)cc1)NC1CC1	-13%	26%	18%	17%	17%	-4%	-1%	-3%	0%
CCn1c(CNc2ccc(Cl)cc2)nnc1SCc1ccccc1	-35%[inhibitor]	11µM*	-5%	-12%	0%	-1%	-13%	-1%	-4%
O=S1(=O)NC2c3ccccc3CC2O1 (centres undefined)	1%	21%	-3%	0%	-1%	-5%	-1%	0%	-9%
Cc1ccc(C(C(=O)NCc2ccco2)N(CC2CCCO2)C(=O)Cn2nnc3ccccc32)cc1 (centres undefined)	-9%	-10%	-2%	0%	?	16%	1%	-1%	-13%
O=C1c2ccccc2C(=O)N1OCc1cccc(Cl)c1	4%	1%	0%	1%	9%	-11%	2%	0%	15%
CC(C)CN(C(=O)c1cccc(F)c1)c1c(N)n(CC(C)C)c(=O)[nH]c1=O	10%	4%	9%	10%	4%	6%	6%	9%	-16%
CCc1ccc(NC(=O)c2cccc(NC3=NC4CS(=O)(=O)CC4S3)c2)cc1 (centres undefined)	-4%	-2%	0%	2%	?	-11%	-9%	1%	8%
Cc1cc(=O)oc(C)c1C(=O)N1CCN(c2ccc(F)cc2)CC1	7%	22%	1%	-1%	27%	0%	-8%	1%	8%
O=C(NCc1ccco1)C(=O)NCC(c1ccco1)N1CCOCC1 (centres undefined)	6%	12%	9%	7%	10%	14%	-1%	-1%	-1%
O=C(c1cccn2c(=O)c3cc(Cl)ccc3nc12)N1CCOCC1	-5%	0%	9%	-1%	1%	0%	0%	7%	227%[activator]
CC1(C(=O)OCC(=O)Nc2ccc3ccccc3c2)CC1(Cl)Cl (centres undefined)	?	?	-7%	1%	-5%	0%	10%	-6%	8%
CCOc1cc(C(=O)NC(=S)Nc2ccc(Cl)c(C(=O)O)c2)cc(OCC)c1OCC	-19%	1%	-13%	-2%	-2%	-10%	0%	8%	5%
COc1ccccc1NC(=O)Nc1nc(CC(=O)NCc2c(F)cccc2F)cs1	22%	?	11%	8%	?	-71%[inhibitor]	8%	3%	?
CCCCN(C=O)c1c(CC)nc2c(OCC(=O)C(C)(C)C)cccn12	12%	13%	22%	11%	5%	/	0%	0%	2%
COc1ccc(C2C(C(=O)Nc3cc(C)on3)c3ccccc3C(=O)N2C)cc1OC (centres undefined)	-2%	6%	-3%	-4%	?	-4%	2%	-1%	5%
CCCCOC(=O)CSc1nc2c(c(=O)[nH]c(=O)n2C)n1C/C=C(\C)Cl	-5%	0%	10%	14%	0%	-1%	-4%	17%	-12%
O=C(CC(=O)NCCc1ccccc1)NCCc1ccccc1	0%	12%	3%	2%	20%	-8%	9%	3%	-10%
CN(C)S(=O)(=O)c1cccc(C(=O)Nc2ccccc2)c1	29%	43%[activator]	1%	-7%	-17%	-7%	9%	0%	1%
Cc1cccc(CSCCNC(=O)C2CCN(S(=O)(=O)Cc3ccccc3)CC2)c1	12%	-9%	/	/	0%	/	/	-5%	-11%
COCCc1nnc(NC(=O)Cc2ccccc2)s1	19%	13%	8%	8%	?	-4%	-9%	12%	-1%
CCOCCCNc1ncnc2c1nc1n2CCCC1	-1%	6%	5%	10%	-6%	-5%	-4%	-6%	-10%
CCC(=O)Nc1cc(-c2nc3cc(C)cc(C)c3o2)ccc1C	-9%	2%	/	/	-13%	/	/	-5%	3%
Cc1ccc(NC(=O)COC(=O)c2cccc(N3C(=O)c4ccccc4C3=O)c2)cc1	8%	-20%	2%	6%	0%	-5%	2%	13%	-34%
CCCC(=O)Nc1sc2c(c1C(=O)Nc1ccccn1)CCCC2	25%	?	-9%	2%	?	15%	25%	-2%	2%
CCc1noc(C)c1C(=O)N1CCN(S(=O)(=O)c2ccc(Br)cc2)CC1	-22%	-14%	-8%	-4%	?	-7%	10%	-1%	17%
O=C(CSc1nnc(COc2ccccc2)o1)Nc1nccs1	-17%	-12%	-9%	-15%	-9%	2%	-5%	0%	-20%
O=S(=O)(Nc1cccc(-n2cnnn2)c1)c1cnc(Cl)c(Cl)c1	8%	6%	-15%	5%	-1%	-9%	-1%	-6%	-3%
COc1ccc(NC(=O)CSc2nc3c(c(=O)n2C)SCC3)cc1OC	17%	59%[activator]	5%	12%	?	?	-14%	3%	6%
CCC(=O)N(CC(=O)Nc1sc(C)c(C)c1C(N)=O)C1CCCCC1	-7%	0%	17%	-2%	-4%	-2%	-2%	-11%	0%
Fc1cccc(Cl)c1CNc1ccc(N2CCCC2)cc1	21%	3%	?	-20%	2%	?	9%	0%	?
Cc1nc(SC(C(=O)c2ccccc2)c2ccccc2)n[nH]1 (centres undefined)	0%	0%	-7%	-26%	-30%	-1%	-11%	0%	-4%
CCN(CC(=O)NC1CCS(=O)(=O)C1)S(=O)(=O)c1cc([N+](=O)[O-])ccc1C (centres undefined)	-18%	-3%	-1%	-1%	-3%	4%	-10%	4%	-5%
CCC(C)NC(=O)C1CCCN(S(=O)(=O)c2ccc(-n3cnnn3)cc2)C1 (centres undefined)	-4%	25%	10%	4%	6%	1%	-2%	-6%	-7%
COc1cc(OC)c(C2=NOC(C(=O)N3CCc4ccccc4C3)C2)cc1Cl (centres undefined)	8%	0%	3%	-12%	?	-3%	5%	9%	-7%
COCCN(C(=O)CSc1nnc(-c2cccc(Cl)c2)n1N)c1c(N)n(CC(C)C)c(=O)[nH]c1=O	2%	6%	4%	2%	22%	/	-4%	8%	6%
CC(C)C(=O)NNc1ccc(C(F)(F)F)cn1	-18%[1.82 µM]	13%	14%	1%	-6%	-3%	6%	1%	-7%
Cc1cc(NC(=O)CC2(CC(=O)O)CCCC2)n(C)n1	-10%	0%	0%	17%	17%	-16%	4%	7%	-14%
O=C(c1ccccc1F)N(Cc1nc2ccccc2c(=O)[nH]1)C1CCCC1	-1%	10µM*	-13%	-3%	-30%	-2%	-3%	-6%	?
